TMEM16A act = TMEM16A chloride channel activators or potentiators, primary screen, cell-based, HTS. HEK293 TMEM16A/YFP-H148Q/I152L, iodide quench fluorescence; active compounds read low. Anoctamin-1 (Mus musculus), Q8BHY3. AID 623877, 2012. 0.3% of 340,000 active. B-score at 10 µM;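 active means fluorescence-ratio B-score plate-corrected deviation score at least 3 library SD below zero, with starting fluorescence score within 5 deviations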;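 further: channel opened by trigger with iodide after compound preincubation; score built on the fluorescence ratio of max minus min over baseline; more negative score means more quench and so TMEM16A activation or potentiation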
RGS4 block = RGS4 inhibitors, primary screen, cell-based, HEK293 M3R inducible RGS4, calcium flux; Regulator of G-protein signaling 4 (Homo sapiens), P49798; Fluo-4 calcium flux; active compounds read high; triggered by carbachol at its EC20; B-score at 10 µM; 0.45% of 310,000 active; AID 463165, 2010;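 active means B-score, a plate-corrected calcium signal, over three deviations above library mean, with baseline fluorescence within five deviations of library mean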;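 further: RGS4 expression induced by doxycycline in cells with stable M3 receptor; B-score is computed from the integrated fluorescence ratio over baseline after carbachol; higher B-score means a larger calcium signal and so more RGS4 inhibition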
MrgX1 antagonist = antagonists of human MrgX1 receptor, primary screen, HEK293 cells, Fluo-4 calcium flux. Mas-related G-protein coupled receptor member X1 (Homo sapiens), Q96LB2. BAM8-22 antagonism; active compounds read low. B-score at 10 µM. 1.3% of 310,000 active;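 active means calcium-response B-score plate-corrected more than 3 library SD below zero, starting fluorescence within 5 deviations, no agonist response on first addition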;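 further: peak minus trough fluorescence over baseline after final BAM8-22 challenge near maximal dose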
MrgX1 agonist = agonists of human MrgX1 receptor, primary screen, HEK293 cells, Fluo-4 calcium flux. Mas-related G-protein coupled receptor member X1 (Homo sapiens), Q96LB2. Fluo-4 calcium fluorescence, agonist mode; active compounds read high. B-score at 10 µM. 0.44% of 310,000 active. AID 588627, 2011;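 active means calcium response B-score plate-corrected fluorescence ratio at least 3 library SD, with starting fluorescence B-score inside 5 SD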
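Material: MrgX1-expressing HEK293 cells; input: 15,000 cells per well; doses: test compound given as first of three sequential additions; schedule: overnight plating before 1 h dye loading; technique: Fluo-4 NW calcium-flux fluorescence, kinetic read; evaluation: baseline-normalised fluorescence change ratio, B-scored; control set: plate-wise positive and negative controls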
TRPC6 act = mouse TRPC6 channel activators, primary screen, cell-based, HEK293, membrane potential dye; HEK293-TRPC6 membrane potential dye fluorescence; active compounds read high; B-score at 10 µM; 0.13% of 310,000 active; Short transient receptor potential channel 6 (Mus musculus), Q61143;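 active means B-score of the integrated fluorescence ratio above library mean plus 3 SD, and starting fluorescence ratio within library mean plus 5 SD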;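 further: higher score means more depolarization so channel activation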
TRPC4 inh = inhibitors of mouse TRPC4 channel, primary screen, Fluo4 calcium, HEK293 TRPC4beta/mu-opioid cells; Short transient receptor potential channel 4 (Mus musculus), Q9QUQ5; DAMGO-evoked Fluo4 calcium flux; active compounds read low; B-score at 10 µM; 0.39% of 300,000 active; AID 2247, 2010;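 active means B-score over 3 SD under the library average, no early fluorescence shift, positive overall ratio signal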
Target sequence (Q9QUQ5 whole entry, looked up): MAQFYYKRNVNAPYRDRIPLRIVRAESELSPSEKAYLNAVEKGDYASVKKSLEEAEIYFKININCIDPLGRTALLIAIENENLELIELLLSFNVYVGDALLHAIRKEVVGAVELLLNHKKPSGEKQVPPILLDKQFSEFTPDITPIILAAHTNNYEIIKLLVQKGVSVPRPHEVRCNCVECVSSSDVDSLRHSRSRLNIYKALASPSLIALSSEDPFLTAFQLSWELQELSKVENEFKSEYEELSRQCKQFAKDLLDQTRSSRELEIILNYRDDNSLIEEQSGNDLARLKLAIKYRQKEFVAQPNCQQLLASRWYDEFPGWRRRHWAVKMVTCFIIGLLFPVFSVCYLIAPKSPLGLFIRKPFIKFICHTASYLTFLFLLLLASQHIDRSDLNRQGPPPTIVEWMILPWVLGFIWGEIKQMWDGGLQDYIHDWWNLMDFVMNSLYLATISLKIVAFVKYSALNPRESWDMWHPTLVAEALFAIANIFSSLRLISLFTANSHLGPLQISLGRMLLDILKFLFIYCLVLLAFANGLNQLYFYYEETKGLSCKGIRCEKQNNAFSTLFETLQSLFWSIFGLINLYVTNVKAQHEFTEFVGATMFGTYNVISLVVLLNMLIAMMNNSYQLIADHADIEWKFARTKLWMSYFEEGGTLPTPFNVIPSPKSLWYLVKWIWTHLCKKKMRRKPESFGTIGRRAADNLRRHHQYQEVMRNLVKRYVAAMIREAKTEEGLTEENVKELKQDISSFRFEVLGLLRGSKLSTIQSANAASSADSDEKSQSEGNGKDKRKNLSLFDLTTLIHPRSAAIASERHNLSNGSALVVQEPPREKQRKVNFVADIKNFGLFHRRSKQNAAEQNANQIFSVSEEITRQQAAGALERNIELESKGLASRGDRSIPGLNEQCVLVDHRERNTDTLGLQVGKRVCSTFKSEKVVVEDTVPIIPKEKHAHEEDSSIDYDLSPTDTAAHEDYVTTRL
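Material: HEK293 cells with stable TRPC4beta plus mu-opioid receptor expression / Probe or stimulus: DAMGO in two steps, submaximal then maximal / Compound: single concentration per test compound / Technique: kinetic Fluo4 fluorescence imaging of calcium influx / Read-out: per-well B score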
TRPC4 agonist = activators of mouse TRPC4 channel, primary screen, Fluo4 calcium, HEK293 TRPC4beta/mu-opioid cells | 0.49% of 310,000 active | Fluo4 calcium fluorescence; active compounds read high | Short transient receptor potential channel 4 (Mus musculus), Q9QUQ5 | AID 2237, 2010 | B-score at 10 µM;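 active means B-score above 5 SD of library B-scores, and initial fluorescence ratio not above library mean plus 5 SD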;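 further: positive B-score marks a calcium rise read as TRPC4 activation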
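Material: HEK293 stable line with TRPC4beta plus mu-opioid receptor; technique: Fluo4 calcium-sensitive dye fluorescence, kinetic, 1 Hz baseline; timing: Fluo4 dye loading 45 min at room temperature, 110 s recording; controls: assay buffer as low control, maximal DAMGO as high control; read-out: integrated baseline-normalised fluorescence ratio, converted to per-well B score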
TRPC6 inh = mouse TRPC6 channel inhibitors, primary screen, cell-based, HEK293, membrane potential dye | 1.1% of 310,000 active | ACh-evoked depolarization; active compounds read low | AID 2553, 2010 | B-score at 10 µM | Short transient receptor potential channel 6 (Mus musculus), Q61143;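 active means B-score under library mean minus 3 SD, initial fluorescence not abnormally high, positive integrated signal ratio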;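 further: B-score derived from integrated fluorescence ratio over the kinetic read; more negative B-score means stronger inhibition of depolarization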
TRPC4 potent = positive allosteric modulators of TRPC4, primary screen, cell-based, mouse TRPC4beta, HEK293 mu-opioid, Fluo-4 calcium; Short transient receptor potential channel 4 (Mus musculus), Q9QUQ5; DAMGO EC20, Fluo-4 Ca2+ flux; active compounds read high; B-score at 10 µM; 0.42% of 310,000 active;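 active means B-score of calcium response area above 5 SD of library B-scores, with initial fluorescence ratio within 5 SD of library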;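 further: B-score of integrated fluorescence ratio over time as area under calcium response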
ANO1 block = TMEM16A chloride channel inhibitors, primary screen, cell-based, HTS; HEK293 TMEM16A/YFP iodide influx fluorescence, ionomycin; normalized B-score (activity score, 25-100; higher = stronger inhibition) at 10 µM; 1.2% of 310,000 active;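 active means ratio plate-corrected score three or more library SD toward inhibition, starting fluorescence score within five deviations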;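 further: score derived from kinetic fluorescence span divided by baseline fluorescence per well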
MrgX1 PAM = positive allosteric modulators of MrgX1, primary screen, HEK293 cells, Fluo-4 calcium flux; AID 588675, 2011; 0.63% of 310,000 active; FDSS; active compounds read high; B-score at 10 µM; Mas-related G-protein coupled receptor member X1 (Homo sapiens), Q96LB2;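 active means plate-corrected calcium response at least 3 library SD above typical, normal starting fluorescence, not activating the receptor alone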;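 further: compound read alongside a low EC10 to EC30 dose of BAM8-22 agonist; peak minus trough fluorescence over baseline measured at the second addition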
Active calls of the source: *; i = inactive; · = no result given. No enrichment for hits (roughly 5.8% active in at least one column).

SMILES	TMEM16A act	RGS4 block	MrgX1 antagonist	MrgX1 agonist	TRPC6 act	TRPC4 inh	TRPC4 agonist	TRPC6 inh	TRPC4 potent	ANO1 block	MrgX1 PAM
CCOC(=O)C1=C(C)N=C2SC(C(=O)OC)=CC(=O)N2C1c1cc(OC)c(OC)c(OC)c1 (stereo not given)	i	i	i	i	i	i	i	i	i	i	i
Nc1nnc(CC(=O)N/N=C/c2ccc(-c3ccc(Cl)cc3Cl)o2)s1	i	i	i	i	i	i	i	i	i	i	i
Cc1cccc(-c2cnn(-c3cccc([N+](=O)[O-])c3)c2N)c1	i	i	i	i	i	i	i	i	i	i	i
O=C(NNC(=O)c1cc2ccccc2cc1O)Nc1ccccc1F	i	i	i	i	i	i	i	i	i	i	i
COc1ccc(S(=O)(=O)N2CCC(C(=O)N[C@@H](C)C(=O)NCc3ccccc3OC)CC2)cc1	i	i	i	i	i	i	i	i	i	i	i
CC1=C(C(=O)Nc2ccc(C(=O)N3CCN(c4cccc(Cl)c4)CC3)cc2)SCCO1	i	i	i	i	i	i	i	i	i	i	i
COc1ccc(C[C@@H]2CN3C(=NC[C@@H]3Cc3ccc(O)cc3)N2C[C@H](C)NC(=O)CCC2CCCCC2)cc1	i	i	i	i	i	i	i	i	i	i	i
O=C(COc1ccccc1Cl)Nc1ccc(S(=O)(=O)N2CCOCC2)cc1	i	i	i	i	i	i	i	i	i	i	i
CC(=O)Nc1ccc(NC(=O)C(C)OC(=O)C2CCN(S(=O)(=O)c3cccs3)CC2)cc1 (stereo not given)	i	i	i	i	i	i	i	i	i	i	i
COC(=O)C1C2C=CC3(CN(C4CCCC4)C(=O)C13)O2 (stereo not given)	i	i	i	i	i	i	i	i	i	i	i
O=C(NC1CCN(C(=S)Nc2ccc(Cl)cc2)CC1)c1ccco1	i	i	i	i	i	i	i	i	i	i	i
CCn1c(C)cc(/C=C2\NC(=O)N(Cc3ccc(Cl)cc3)C2=O)c1C	i	i	i	i	i	i	i	i	i	i	i
O=C(CCn1c(=S)oc2ccccc21)Nc1cccc(O)c1	i	i	i	i	i	i	i	i	i	i	i
COC(=O)CNC(=O)COC(=O)c1cc(SC)ccc1Cl	i	i	i	i	i	i	i	i	i	i	i
CC(=O)c1cccc(NS(=O)(=O)N2CCCCC2)c1	i	i	i	i	i	i	i	i	i	i	i
COC(=O)c1sc(N2C(=O)C(O)=C(C(=O)c3ccc(C)o3)C2c2ccc(F)cc2)nc1C (stereo not given)	i	i	i	i	i	i	i	i	i	i	i
Cc1cccc(NC(=S)NC2CC3CCCC(C2)N3Cc2ccccc2)c1C (stereo not given)	i	i	i	i	i	i	65*	i	i	i	i
O=C(NCC1CCCO1)C1CCN(S(=O)(=O)c2ccc(Br)cc2)CC1 (stereo not given)	i	i	i	i	i	i	i	i	i	i	i
Cc1ccc(C(C(=O)NCc2ccccc2)N(Cc2ccco2)C(=O)c2snc(C(N)=O)c2N)o1 (stereo not given)	i	i	i	i	i	i	i	i	i	i	i
COC(=O)c1ccc(NC(=S)N2CCN(Cc3ccccc3)CC2)cc1	i	i	i	i	i	i	i	i	i	i	i
Cc1ccc(/C=C(\C#N)C(=O)NCc2ccco2)o1	i	i	i	i	i	i	i	i	i	i	i
C=CCOC(=O)CCC(=O)Nc1cc(OC)nc(OC)n1	i	i	i	i	i	i	i	i	i	i	i
CCc1nnc(NC(=O)CC(=O)Nc2ccccc2C(=O)O)s1	i	i	i	i	i	i	i	i	i	i	i
O=C(CN1CCN(Cc2ccc3c(c2)OCO3)CC1)Nc1ccc2c(c1)OCO2	i	i	i	i	i	i	i	i	i	i	i
O=C(CSC(=S)N1CCCC1)N1CCN(S(=O)(=O)c2ccccc2F)CC1	i	i	i	i	i	i	i	i	i	i	i
Additional compounds follow.
SMILES	TMEM16A act	RGS4 block	MrgX1 antagonist	MrgX1 agonist	TRPC6 act	TRPC4 inh	TRPC4 agonist	TRPC6 inh	TRPC4 potent	ANO1 block	MrgX1 PAM
C=CCc1cccc(OC)c1OCCOCCNCCO	i	i	i	i	i	i	i	i	i	i	i
OCCN1CCN(C(=S)Nc2ccc(SC(F)F)cc2)CC1	i	i	i	i	i	i	i	i	i	i	i
COc1ccc(-c2ccc(C(C)=O)cc2)cc1[C@H]1[C@@H]2C=CCC[C@@]2(C)C(=O)N1Cc1ccccc1	i	·	i	i	·	·	·	·	·	i	i
O=C(Cc1ccc2c(c1)CCCC2)Nc1ccccc1Cl	i	i	i	i	i	i	i	i	i	i	i
O=C(Cc1ncn[nH]1)NCCc1ccccc1	i	i	i	i	i	i	i	i	i	i	i
CCN(CC)S(=O)(=O)c1cc(Br)c(C)cc1OC	i	i	i	i	i	i	i	i	i	i	8.6*
O=C1c2sc3nc4ccccc4n3c2C(=O)N1c1ccccc1Cl	i	i	i	i	i	i	i	i	i	i	i
O=C(CCN1C(=O)/C(=C/c2ccc(F)cc2)SC1=S)NNC(=O)c1cccnc1	i	i	i	i	i	i	i	i	i	i	i
CCCS(=O)(=O)N1CCN(C(=O)c2cccnc2)CC1	i	i	i	i	i	i	i	i	i	i	i
O=C(CCOc1ccccc1)Nc1ccnn1C1CCN(CCc2ccccc2)CC1	i	i	i	i	i	i	i	i	i	i	i
COC(=O)c1ccc(C2Nc3cccc4cccc(c34)N2)cc1	i	i	i	i	i	i	i	i	i	i	i
O=C(N/N=C/c1ccc([N+](=O)[O-])o1)C1CC1	i	i	i	i	i	i	i	i	i	i	i
CCOc1cc(CNCc2ccccn2)cc(Cl)c1OC	i	i	i	i	i	i	i	i	i	i	i
CC(=O)Nc1ccc(NC(=O)CSc2nc3nc(C)cc(C)c3c(=O)[nH]2)cc1	i	i	i	i	i	i	i	i	i	i	i
CCOC(=O)CSc1nnc(Cn2c(=O)sc3ccccc32)n1C	i	i	i	i	i	i	i	i	i	i	i
CCCN(C(=O)c1ccc(N2CCCC2=O)cc1)c1c(N)n(Cc2ccccc2)c(=O)[nH]c1=O	i	i	i	i	i	i	i	i	i	i	i
O=C(NC(=S)Nc1ccc(CN2CCCCC2)cc1)c1ccco1	i	i	i	i	i	i	i	i	i	i	i
O=C(COc1ccc2c3c(c(=O)oc2c1)CCCC3)N[C@@H](Cc1ccccc1)C(=O)O	i	i	i	i	i	i	i	i	i	i	i
Cc1cc(C)nc(NC(=O)COc2cc(Cl)cc(Cl)c2)n1	i	i	i	i	i	i	i	i	i	i	i
Cc1nc2ccc(NC(=O)c3cccs3)cc2c(=O)n1Cc1ccc(Cl)cc1	i	i	i	i	i	i	i	i	i	100*	i
O=C(CSc1ccccc1C(=O)O)NCC1CCCCC1	i	i	i	i	i	i	i	i	i	i	i
CN(C)S(=O)(=O)c1cccc(NC(=O)CO/N=C(\N)c2ccccc2)c1	i	i	i	i	i	i	i	i	i	i	i
Brc1ccc(COn2ccnc2)cc1	i	i	·	·	i	i	i	i	i	·	·
O=C1[C@H]2[C@@H](/C=C/c3ccccc3)N3C(=O)CN(CCO)C(=O)[C@@]3(Cc3ccccc3)[C@H]2C(=O)N1c1ccccc1	i	i	i	i	i	i	i	i	i	i	i
CCOC(=O)c1cc2sccc2n1CC(=O)Nc1ccc(OC)c(OC)c1	i	i	i	i	i	i	i	i	i	i	i
More entries follow.
SMILES	TMEM16A act	RGS4 block	MrgX1 antagonist	MrgX1 agonist	TRPC6 act	TRPC4 inh	TRPC4 agonist	TRPC6 inh	TRPC4 potent	ANO1 block	MrgX1 PAM
CCOc1ccc(S(=O)(=O)N(CC(=O)N2CCC(C(N)=O)CC2)c2ccc(F)cc2)cc1	i	i	i	i	i	i	i	i	i	i	i
O=C(CSc1nnnn1-c1ccc(O)cc1)NC1CCCCC1	i	i	i	i	i	i	i	i	i	i	i
C=CCC(CC=C)(NC(=O)c1ccccc1C(=O)O)c1ccccc1	i	i	i	i	i	i	i	i	i	i	i
CCOc1ccc(NC(=O)C(=O)NCCN2CCN(S(=O)(=O)c3ccccc3)CC2)cc1	i	i	i	i	i	i	i	i	i	i	i
N#Cc1cccn1-c1nccc(-c2cccs2)n1	i	i	i	i	i	i	i	i	i	i	i
COc1ccc(OC)c(NC(=O)CCNS(=O)(=O)c2cc(Br)cnc2N)c1	i	i	i	i	i	i	i	i	i	i	i
Cc1cc(OCC(=O)Nc2ccncc2)cc(C)c1Br	i	i	i	i	i	i	i	i	i	i	i
CC(=O)NCc1ccc(S(=O)(=O)NC2CCN(Cc3ccccc3)CC2)cc1	·	i	i	i	i	i	i	i	i	i	i
COc1ccc(S(=O)(=O)NCCc2csc(C)n2)cc1C	i	i	i	i	i	·	i	i	i	i	i
CC(C)(C)c1ccc(N2C(=O)Cc3c2nc(N)c(C#N)c3N)cc1	i	i	i	i	i	i	i	i	i	i	i
O=C(COC(=O)c1cc([N+](=O)[O-])ccc1N1CCOCC1)NCCc1ccccc1	i	i	i	i	i	i	i	i	i	i	i
COc1ccccc1N1CCN(S(=O)(=O)c2cccs2)CC1	i	i	i	i	i	i	i	i	i	i	i
Cc1ccc(C)c(OCCC(=O)Nc2cccc(S(=O)(=O)N3CCCC3)c2)c1	i	i	i	i	i	i	i	i	i	i	i
Cc1nn(C)c(C(=O)NNC(=S)NCc2ccco2)c1Cl	i	i	i	i	i	i	i	i	i	i	i
CCOC(=O)C1CCN(c2c(C(=O)c3ccccc3)cnc3ccc(CC)cc23)CC1	i	i	i	i	i	i	i	i	i	i	i
O=C(Cc1ccc(Cl)cc1)Nc1ccc2oc(=O)ccc2c1	i	i	i	i	i	i	i	i	i	i	i
Cc1sc(NC(=O)c2ccco2)c(C(=O)c2ccc(Cl)cc2)c1C	i	i	i	i	i	i	i	i	i	i	i

Screening results (PubChem)
